Bioassay records: PubChem BioAssay, National Center for Advancing Translational Sciences (NCATS)
Pf Dd2 growth: blocks in vitro growth of P. falciparum Dd2; P. falciparum Dd2 growth, SYBR Green, 72 h; Potency, µM (titrated, usually from 28.9 µM), without a hit: top-dose activity, negative = inhibition, hits mostly inhibitors; 120,000 tested, 4.3% active; AID 1347417; active = well fitted inhibition curve with a large enough effect; inconclusive = small, poorly fitted or top-dose-only effect; inactive = no such curve, though single readings can be large or run the other way;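 also: plate controls were DMSO vehicle for no effect and reference drug for full effect; nearly all actives have a fitted effect of over 65% in size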
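Infected erythrocytes (Dd2, 0.3% parasitemia, 2.5% hematocrit final) are added to compound in RPMI-1640/Albumax II medium, grown 72 h at 37C in low oxygen, then lysed with saponin/Triton-X containing SYBR Green and read by fluorescence.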
An asterisk follows results filed as active; i = inactive; ? = inconclusive; ! = not confirmed by another sample; [ ] = dose if it differs, or a comment. Potency is read from the fitted curve at half-maximal effect.

SMILES	Pf Dd2 growth
CCn1ccc2sc(C)c(C(=O)O)c2c1=O	-9%
CC(C)NC(=O)NC[C@H]1C[C@@H]2CCN1C[C@@H]2CN1CCCC1	1%[44.1 µM]
O=C(O)c1ccc(-c2nc3ccncc3[nH]2)cc1	1.3µM*!
CCOc1ccc(S(=O)(=O)Nc2ccc3oc4c(c3c2)CC(C)CC4)cc1 (configuration not stated)	?
O=c1[nH]c2cccnc2n1C1CCCCC1	i
Cc1nc(-c2ccccc2Br)cc([C@H]2CN3CC[C@H]2C[C@@H]3CNC(=O)NC(C)C)n1	?
O=C(Cc1cccc(F)c1)NCCn1cccc1-c1nc(-c2ccc3c(c2)OCO3)no1	-18%
CC(C)=CCn1c(-c2ccc(F)cc2)cn2cc(C(=O)N3CCCCC3)nc2c1=O	?
COc1cccc(OCC(=O)c2ccc3c(c2)N(CCCC(=O)NCc2ccccc2)C(=O)CO3)c1	?
Cc1cc(C)c(NC(=O)c2cc(S(=O)(=O)NCCC3=CCCCC3)ccc2F)c(C)c1	i
CCC(C)NC(=O)Cn1ccn2nc(-c3ccc(F)cc3)c(CO)c2c1=O (configuration not stated)	i
CC1CN(C(=O)CCC(=O)NCc2ccccc2)c2cc(Cl)ccc2O1 (configuration not stated)	-16%

New compounds follow.
SMILES	Pf Dd2 growth
CCN(Cc1ccccc1)C(=O)Cn1c(=O)n(-c2ccc(OC)cc2OC)c(=O)c2c(C)c(C)sc21	-21%
CN(C)C[C@@H]1CN(S(C)(=O)=O)C[C@H]1NC(=O)c1ccc(Cl)cc1	?
COCC1(c2nc(-c3ccc(C(N)=O)cc3)nn2-c2ccc(OC)cc2)CC1	1%
COc1ccc(-c2cn3c(n2)sc2cc(C(=O)NC4CCCCC4)ccc23)cc1	17%
COc1cccc(NC(=O)c2sc3nc(C)c(C(=O)Nc4ccc(C)cc4C)c(-c4ccc(C)o4)c3c2N)c1	11µM*
O=C(c1cc(COc2ccccc2F)[nH]n1)N1CCCC(CN2CCOCC2)C1 (configuration not stated)	-14%
Cc1cc(Cl)ccc1S(=O)(=O)N(C)CC1CCOCC1	15%
COc1ccc(C(=O)N2CCOCCNC(=O)CC2)c(OC)c1	1%
Cc1ccc(NC(=O)Cn2c(=O)n(Cc3nc(-c4ccccc4)no3)c(=O)c3ccccc32)c(C)c1	-15%
O=C(N[C@H](c1ccccn1)C1CC(O)C1)c1cccc(Cn2cccn2)c1 (some centres not stated)	-9%
CCOc1ccc(N(CC(=O)NCc2ccccc2Cl)S(=O)(=O)c2c(C)[nH]c(=O)[nH]c2=O)cc1	i
Cc1ccc(CNC(=O)CN2C(=O)COc3ccc(S(=O)(=O)N4CCC(C)CC4)cc32)cc1	50%[activator][5.79 µM]

Other compounds
SMILES	Pf Dd2 growth
COCCNC(=S)N[C@H]1C[C@H]2C(=O)NC[C@@H](CCC(=O)NCc3ccccc3)N2C1	2%[44.1 µM]
Cc1ccc(-c2ncc[nH]2)o1	56%[activator][76.6 µM]
Cc1ccc(CN2C(=O)c3ccccc3Sc3ccc(C(=O)N4CCC5(CC4)OCCO5)cc32)cc1	8.9µM*
CCOc1ccc(C(=O)N2CCCN(c3cc(-c4ccc(Cl)cc4)[nH]n3)CC2)cc1OCC	5µM*
O=C(CC1C(=O)NCCN1Cc1cccc(Oc2ccccc2)c1)NC1CCOCC1 (configuration not stated)	-32%
O=C(c1cccs1)N1CCOC(CCc2ccccc2)C1 (configuration not stated)	-4%
COc1ccc(C(=O)N2CCc3nc(C(C)C)nc(-c4ccc(OC)cc4)c3C2)cc1	?
CC(C)CCN1CCC2(CC1)COc1ccccc1[S+](=O)([O-])N2	?
CN(C)CCOCC1(C)COc2ccc(C(=O)Nc3cccc(Cl)c3)cc2N1 (configuration not stated)	?
COc1cccc(NC(=O)c2ccc3[nH]c(C)cc(=O)c3c2)c1	-1%
C[S+](=O)([O-])N1C2CCC1CN(c1ccc(C(F)(F)F)cc1)C2	?
COc1ccccc1CN1CC(C(=O)NCc2ccncc2)C2(CCOCC2)C1 (configuration not stated)	-9%

Further results follow.
SMILES	Pf Dd2 growth
COCc1noc([C@@H]2CC(F)(F)CN2C(=O)c2ccc(C#N)cc2)n1	i
Cc1nccc(-c2ccccc2)c1C(=O)N(C)Cc1csc(C(C)C)n1	-19%
Cc1ccc(C(=O)NCc2cccnc2N(C)C2CCCCC2)cn1	i
Cc1nn(C)c(C)c1CCNC(=O)CN1CC2CC(C1)[C@H]1CCCC(=O)N1C2 (some centres not stated)	-4%
Cc1c(NC(=O)c2ccc(-c3cccc([N+](=O)[O-])c3)o2)cccc1-c1nc2cc(Cl)ccc2o1	i
CCOc1ccccc1NC(=O)Nc1ccc2nc(N3CCN(C)CC3)cc(C)c2c1	0.45µM*
O=C(Nc1nc2nc(-c3ccccc3)cc(=O)n2[nH]1)c1ccc(F)cc1	6%
CS(=O)(=O)N1CCCN(C(=O)Nc2ccccc2)CCNC(=O)CC1c1ccccc1 (configuration not stated)	-7%
Cc1[nH]c2ccc(C(=O)N3CCC4(CCCN(C)C4=O)C3)cc2c1C (configuration not stated)	-14%
CCOc1ccccc1C(=O)NCc1ccc2c(c1)CCN2C(=O)c1ccc(F)cc1	i
Cc1cc(CNc2ncnc3c2CCN(C(=O)c2ccoc2)CC3)no1	-7%
Cc1ccc(-n2nc3n(c2=O)CCN(C(=O)c2ccc(Cl)nc2)C3)cc1	-17%

The listing continues:
SMILES	Pf Dd2 growth
COc1ccc(NC(=O)Cn2c(=O)c(-c3noc(C)n3)c3n(c2=O)CCCC3)cc1	16%
O=C(CCC1CCN(S(=O)(=O)c2ccccc2)CC1)N1CCc2ccccc2C1	i
Cc1ccc(CSc2oc(-c3ccco3)nc2S(=O)(=O)c2ccc(C)cc2)cc1	28%
COc1ccc(C(=O)Nc2ccc3oc(-c4ccc(OC)cc4)nc3c2)cc1	?
Cc1ccc(OCC(=O)N2CCC(c3nn(C)c4c3COCC4)CC2)cc1	-13%[5.79 µM]
O=C(NC1CCCCC1)C1CCCN(c2cnn(Cc3ccccc3)c(=O)c2)C1 (configuration not stated)	?
CC(C)C(=O)N1CCC2(CC1)OCC(C(=O)NCc1ccc3c(c1)OCO3)N2C(=O)c1ccccc1 (configuration not stated)	?
CN1c2cc(C(=O)Nc3cccc(Br)c3)ccc2C(=O)N2CCCCC21 (configuration not stated)	-11%
Cc1cnc(C(=O)N[C@@H]2CCC[C@@H]2C(=O)N2CCN(c3cccc(C)c3C)CC2)cn1	?
COc1ccc(S(=O)(=O)N2C[C@@H]3C[C@H](C2)c2ccc(NC(=O)c4cnccn4)c(=O)n2C3)cc1	0%
CCc1nc(C)c(C(=O)N2C[C@H]3CC[C@@H]2CN(C(=O)c2ccccc2)C3)s1	-3%
CCCC(NC(C)=O)C(=O)Nc1cccc(NC(=O)Cc2ccccc2)c1 (configuration not stated)	-19%

Continuation:
SMILES	Pf Dd2 growth
CCn1cc(S(=O)(=O)c2cc(C)cc(C)c2)c(=O)c2cc(F)c(N3CCC(C)CC3)cc21	i
COC(=O)C1=CN(CC(=O)N2CCN(c3ccc(F)cc3)CC2)S(=O)(=O)N=C1C	49%[activator]
O=C(c1ccncc1)N1CCC(c2noc(COc3ccc(F)cc3)n2)CC1	i
O=C(NCC1CC1)C1c2ccccc2CC(=O)N1Cc1ccccc1 (configuration not stated)	-6%
O=C(Nc1cccs1)N1CCNc2cnc(Nc3cccc(F)c3)nc2C1	?
O=C(N[C@H]1CO[C@H]2[C@@H]1OC[C@@H]2n1nnnc1-c1ccc2c(c1)OCO2)C1CC1	-18%[44.1 µM]
O=C(NC[C@H]1Cn2ccnc2CO1)c1ccc(Cl)cc1	-19%[44.1 µM]
Cc1cc(C)cc(NS(=O)(=O)c2ccc3[nH]cc(C(=O)NCCc4ccccc4)c(=O)c3c2)c1	37%[activator]
Cc1ccc(Cn2c(CO)cnc2SCc2ccc(F)cc2)cc1	-20%
O=C(Nc1ccc(Br)cc1F)c1ccc2nc(CCc3ccccc3)oc2c1	23%
Cc1ccc(NC(=O)[C@H]2CN(Cc3ccccc3)C[C@H]2C(=O)O)cc1	-15%
CCNc1nc(Oc2ccc(OCC(=O)OC)nn2)nc(N2CCOCC2)n1	36%[activator]

Next section:
SMILES	Pf Dd2 growth
CCOC(=O)CC(=O)CSc1nc2ccccc2c(=O)n1CCc1ccccc1	-19%
CCCC(CCC)C(=O)Nc1cc(-c2cn3cccnc3n2)ccc1OC	19%
COC(=O)CCNC(=O)C1c2ccccc2C(=O)N(C2CCCCC2)C12CCCCC2 (configuration not stated)	?
Cc1ccc(NC(=O)CN2C(=O)CN=C(c3ccccc3)c3ccccc32)c(C)c1	?
Cc1cccc(NC(=O)Cn2c(=O)oc3cc(S(=O)(=O)NC4CCCC4)ccc32)c1	5%
Cc1nc(C(=O)N2CC[C@H](NC(=O)c3cnccn3)C[C@H]2C(=O)N[C@H](C)C(N)=O)cs1	-24%
O=C(Nc1ccc(Cl)cc1Cl)c1cn2c(n1)CN(C(=O)c1ccccc1F)CC2	?
COc1cccc(CNC(=O)Nc2cccc(-c3ccc(N4CCOCC4)nn3)c2)c1	?
Cc1ccc(NC(=O)c2cnc(SCC(=O)Nc3cc(C)on3)n(C)c2=O)cc1	25%
Cc1cc(CN2C[C@@H](CO)[C@H](C(=O)NC3CC3)C2)n(C)n1	5%
O=C(Nc1ccc([C@@H](O)[C@H]2COCC(=O)N2Cc2ccccc2F)cc1)c1ccc2c(c1)OCO2	?
COc1ccc(C(=O)N2CCCOCCNC(=O)CC2)cc1F	0%

Other entries
SMILES	Pf Dd2 growth
Cc1c(-c2ccccc2)[nH]c2c(CNC(=O)Cn3ccc(=O)[nH]c3=O)cc(Cl)cc12	-1%
C=CCN(Cc1cccc(OCC)c1)C(=O)CC1C(=O)N(C)C(=O)N1C (configuration not stated)	10%
CS(=O)(=O)N[C@H]1[C@H](O)[C@H](O)C[C@@H]1c1ccccc1	-6%[44.1 µM]
Cc1ccc2c(c1)N(C(=O)Cn1ccn3nc(-c4ccc(F)cc4)c(CO)c3c1=O)CCO2	i
COc1ccc(-c2cc(N3CCN(C(=O)c4ccccc4F)CC3)n[nH]2)cc1	i
Cc1cc(C(=O)N2CC[C@@H]3CN(S(C)(=O)=O)[C@@H]3C2)c(C)o1	-1%
Cc1noc(C2CCCCCN2C(=O)NCC(C)C)n1 (configuration not stated)	16%
CN(C)c1ccc(CNC(=O)c2cccc(NC(=O)N3CCSc4ncccc43)c2)cc1	2%
O=C(COc1ccccc1)N1CCCN(c2cc(-c3ccc(Cl)cc3)[nH]n2)CC1	?
CCOc1ccc(NC(=O)c2ccc(-c3cccc(Cl)c3C)o2)cc1	5%
CCC(=O)N1CCc2cc(S(=O)(=O)NC(Cc3ccccc3)C(=O)NCc3ccccc3OC)ccc21 (configuration not stated)	-9%
Cc1ccc(C)c(NC(=O)C2CCCN(c3nc4ccccc4s3)C2)c1 (configuration not stated)	21%

Other results.
SMILES	Pf Dd2 growth
COC(=O)c1sc2c(c1C)c(=O)n(-c1ccccc1)c(=O)n2CC(=O)Nc1cccc(C)c1	11µM*
CC(C)c1noc(-c2ccn3c(CNC(=O)c4ccoc4)nnc3c2)n1	?
CC(=O)c1ccc(NC(=O)Cn2c(-c3cnccn3)nc(C)c(C)c2=O)cc1	-2%
COc1ccc(Cl)cc1C(=O)N1CCC2(CC1)NC(=O)N(c1ccccc1)N2	-19%
COc1ccccc1C(=O)N1CCCN(c2nnc3cccc(C)n23)CC1	?
O=C(Cn1c(SCC(=O)Nc2ccc(F)cc2)nc2ccccc21)NCc1ccc(F)cc1	i
Cc1cc(C(=O)N2CCC(N3C(=O)C(OCC4CC4)C34CCOCC4)CC2)nn1C (configuration not stated)	-11%
CC(C)CCN(C(=O)Nc1ccc(Cl)c(Cl)c1)C(C)c1cccs1 (configuration not stated)	10µM*
Cc1ncoc1C(=O)NCC12CCC=C1N(C)C(=O)CC2 (configuration not stated)	-14%
COc1ccc2cc(CNc3ccc(OC)c(OC)c3)c(=O)n(CC(=O)Nc3ccccc3F)c2c1	-21%
CC(C)Oc1cccc2c1c(NC(=O)C1CCN(C)C1)nn2Cc1ccccc1 (configuration not stated)	2.2µM*
CC(C)(CC(=O)NCc1ccc(Cl)cc1Cl)CC1=NS(=O)(=O)c2ccccc2N1	-12%

6 compounds already listed, arranged by molar mass, largest number first:
SMILES	Pf Dd2 growth
O=C(Cn1c(SCC(=O)Nc2ccc(F)cc2)nc2ccccc21)NCc1ccc(F)cc1	i
Cc1cc(C(=O)N2CCC(N3C(=O)C(OCC4CC4)C34CCOCC4)CC2)nn1C (configuration not stated)	-11%
COc1ccc(Cl)cc1C(=O)N1CCC2(CC1)NC(=O)N(c1ccccc1)N2	-19%
CC(C)CCN(C(=O)Nc1ccc(Cl)c(Cl)c1)C(C)c1cccs1 (configuration not stated)	10µM*
CC(=O)c1ccc(NC(=O)Cn2c(-c3cnccn3)nc(C)c(C)c2=O)cc1	-2%
Cc1ncoc1C(=O)NCC12CCC=C1N(C)C(=O)CC2 (configuration not stated)	-14%

Next records:
SMILES	Pf Dd2 growth
CCCN1C(=O)C(CC(=O)N2CCOCC2)Sc2ncccc21 (configuration not stated)	5%
CCCN(CC1CCOC1)C(=O)c1ccc(F)c(F)c1 (configuration not stated)	i[5.79 µM]
Cc1noc(C)c1CC(=O)N1C[C@@H](Oc2ccccc2)C[C@@H]1C(=O)N1CCOCC1	1%
Cc1ccc2[nH]c3c(=O)n(CC(=O)N4CCN(c5ccccc5F)CC4)ncc3c2c1	50%[activator]
Cc1ccc(NC(=O)[C@@H]2CNC[C@H](C(=O)NCc3ccccn3)C2)cn1	-2%

These rows are one share of the data, so the mix of outcomes need not match the whole.
